MEP2-GFP yeast: modulators of TOR pathway MEP2-GFP in S. cerevisiae; S. cerevisiae MEP2-GFP strain, flow cytometry GFP, 3 h; 100% = DMSO control level; 0.51% of 330,000 active; AID 2016; GFP response vs DMSO, % at 10 µM;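 active means GFP response versus DMSO above a set limit, roughly screen mean plus 3 SD, cut at about 180% in these data; inconclusive means fewer than 70 cells counted for a yeast strain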;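 further: median GFP fluorescence of the barcode-gated MEP2-GFP cells per well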
RPL19A-GFP yeast: modulators of TOR pathway RPL19A-GFP in S. cerevisiae; S. cerevisiae RPL19A-GFP strain, flow cytometry, 3 h; stronger effect = lower value; percent response vs DMSO, % at 10 µM; 0.3% of 330,000 active;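 active means percent response vs DMSO below 50%; inconclusive means fewer than 70 events counted for the yeast strain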;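 further: median channel GFP fluorescence of the barcoded RPL19A-GFP strain; ratio of sample median GFP to plate DMSO average so 100% = DMSO; lower means less RPL19A-GFP as with rapamycin TOR inhibition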
CIT2-GFP yeast: alters CIT2-GFP fluorescence in TOR pathway yeast screen | S. cerevisiae CIT2-GFP strain, flow cytometry, 3 h; 100 means same as DMSO wells | GFP response vs DMSO, % at 10 µM | 0.065% of 320,000 active;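 active means GFP response relative to DMSO above a set limit, near the screen mean plus 3 SD, cut at about 150% in these data; inconclusive means Fewer than 70 cells measured for a yeast strain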;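 further: ratio of well median GFP fluorescence to mean of DMSO wells on the plate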
procasp7 counter: counter-screen for procaspase-3 activators: activators of human procaspase-7; P55210; recombinant procaspase-7, Ac-DEVD-pNA absorbance 405 nm; D23A/D198A/D206A triple mutant, cannot self-cleave; scale: DMSO 0, 5 µM enzyme 100; activation, % at 8.5 µM; 0.093% of 330,000 active; AID 463210;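 active means percent activation above the screen-wide mean plus 3 SD, cut at about 25% in these data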
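buffer or medium = Zinc-free HEPES/NaCl buffer, pH 7.4 | material = Procaspase-7 triple mutant (PC-7 D3A) | input = 2 µM procaspase-7 mutant as dispensed | signal = Epi-absorbance of released pNA at 405 nm, two timepoints | timing = 1 h preincubation, 2 h reaction | replicates = singlicate compound testing | evaluation = % activation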
AHR activator: activates the human aryl hydrocarbon receptor | activation, % at 5 µM | 2.5% of 320,000 active | AHR-responsive luciferase reporter cells, luminescence; in the data active means activation above about 47%;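 further: 0% = vehicle wells and 100% = reference agonist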
Target sequence (P35869 whole entry, looked up): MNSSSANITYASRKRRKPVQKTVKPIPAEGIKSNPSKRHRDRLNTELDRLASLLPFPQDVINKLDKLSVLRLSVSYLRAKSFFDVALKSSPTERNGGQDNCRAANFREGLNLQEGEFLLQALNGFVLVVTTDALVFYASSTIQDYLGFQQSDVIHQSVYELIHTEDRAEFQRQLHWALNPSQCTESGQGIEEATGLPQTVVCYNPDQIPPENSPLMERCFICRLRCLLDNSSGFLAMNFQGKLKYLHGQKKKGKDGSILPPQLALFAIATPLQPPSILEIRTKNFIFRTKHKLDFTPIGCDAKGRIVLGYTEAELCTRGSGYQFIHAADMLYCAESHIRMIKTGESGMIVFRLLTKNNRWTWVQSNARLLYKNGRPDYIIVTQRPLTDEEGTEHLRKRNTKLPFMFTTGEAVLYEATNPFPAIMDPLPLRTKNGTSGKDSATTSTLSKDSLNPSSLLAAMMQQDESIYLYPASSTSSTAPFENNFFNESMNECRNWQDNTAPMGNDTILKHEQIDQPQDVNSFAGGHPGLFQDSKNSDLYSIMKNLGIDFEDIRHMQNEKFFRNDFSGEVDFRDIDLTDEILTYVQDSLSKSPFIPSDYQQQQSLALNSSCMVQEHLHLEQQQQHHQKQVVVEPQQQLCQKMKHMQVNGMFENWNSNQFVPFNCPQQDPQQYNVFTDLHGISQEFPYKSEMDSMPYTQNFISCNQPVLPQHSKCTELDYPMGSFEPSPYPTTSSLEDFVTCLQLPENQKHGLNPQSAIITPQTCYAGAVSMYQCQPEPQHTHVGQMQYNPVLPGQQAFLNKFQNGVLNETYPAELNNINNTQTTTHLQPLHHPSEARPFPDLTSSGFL
proCasp3 act: procaspase-3 (human) activation; P42574; recombinant procaspase-3 D3A, Ac-DEVD-pNA absorbance 405 nm; activation, % at 8.5 µM; 0.11% of 330,000 active;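 active means activation above the mean of all tested compounds plus 3 SD, cut at about 21% in these data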;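 further: 0% = DMSO alone and 100% = DMSO wells spiked with extra 5 µM PC-3 D3A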
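System: Procaspase-3 D3A mutant. Medium: Zinc-free 300 mM NaCl, 50 mM HEPES, 0.01% Triton X-100. Schedule: 1 h preincubation plus 2 h reaction at 25 °C. Measured by: 405 nm absorbance of p-nitroaniline, reads at 0 and 120 min. Read-out: percent activation relative to control range.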
LAP4 TOR yeast: alters LAP4-GFP fluorescence in TOR pathway yeast screen; S. cerevisiae LAP4-GFP multiplex, flow cytometry GFP, 3 h; median GFP as percent of DMSO wells; GFP response vs DMSO, % at 10 µM; 0.34% of 320,000 active;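 active means GFP response vs DMSO above a set limit, about the screen mean plus 3 SD, cut at about 150% in these data; inconclusive means under 70 cell events counted for the yeast strain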
AGP1 TOR yeast: modulators of TOR pathway AGP1-GFP in S. cerevisiae | S. cerevisiae AGP1-GFP multiplex flow cytometry, 3 h; GFP as percent of DMSO wells | GFP response vs DMSO, % at 10 µM | 0.02% of 320,000 active;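 active means GFP response relative to DMSO above a set limit, near screen average plus 3 SD, cut at about 150% in these data; inconclusive means fewer than 70 cells counted for the yeast strain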;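 further: median GFP channel fluorescence of the gated AGP1 strain per well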
Active calls of the source: *; ? = inconclusive; . = no result given; [ ] = another dose, or the depositor's remark. Rows are unselected; 3.5% or so of the library scored in one or more.

Molecule | RPL19A-GFP yeast | AHR activator | proCasp3 act | AGP1 TOR yeast | LAP4 TOR yeast | procasp7 counter | CIT2-GFP yeast | MEP2-GFP yeast
CC(CCc1ccccc1)NC(=O)/C=C/c1ccc(Cl)cc1 (configuration not stated) | 99 | 12 | -10 | 87 | 94 | -7 | 81 | 94
Cc1nn(CC(=O)NCCCc2ccccc2)c(C)c1[N+](=O)[O-] | 91 | 0 | 4 | 92 | 92 | 1 | 94 | 90
O=C1N=c2ccc(Br)cc2=C1c1sc(=O)[nH]c1O | 104 | 64* | -4 | 104 | 101 | 6 | 112 | 109
CCCN1CCC(NC(=O)CCc2nnc(-c3ccccc3)o2)CC1 | 98 | 0 | -2 | 95 | 98 | 2 | 101 | 99
O=C(CCC(=O)c1cccs1)NCc1ccncc1 | 112 | 1 | -1 | 112 | 104 | -2 | 109 | 113
NC(=NC(=O)c1ccccc1)C1=C(O)CCC1=O | 96 | 8 | 0 | 90 | 106 | 3 | 86 | 114
Cc1nc2cccc(C(=O)Oc3ccc([N+](=O)[O-])cc3)c2o1 | 97 | 5 | 4 | 99 | 104 | -2 | 89 | 127
CCN(CC)CCNCc1ccc(-c2ccc(Cl)cc2)o1 | 99 | -1 | -1 | 107 | 93 | 4 | 104 | 107
CN(C)S(=O)(=O)c1cccc(NC(=O)CCNC(=O)Nc2ccccc2)c1 | 92 | 1 | -2 | 95 | 88 | 13 | 95 | 91
Nc1c(-c2ccccc2)cnn1-c1cccc(Cl)c1 | 98 | 9 | -4 | 88 | 109 | 2 | 86 | 96
CC(C)=CCN1CCN(Cc2cccn2-c2nccs2)CC1CCO (configuration not stated) | 92 | 1 | 9 | 96 | 103 | 2 | 92 | 92
CC1(C)CC(=O)C(Sc2nnc(-c3ccc(NS(C)(=O)=O)cc3)n2Cc2ccco2)C(=O)C1 | 98 | 0 | -7 | 94 | 102 | -9 | 98 | 100
O=Cc1ccc(OCCOc2ccc([N+](=O)[O-])cc2)cc1 | 100 | 0 | 10 | 102 | 103 | 9 | 98 | 102
CCCCC(O)(CCCC)C(=O)NN(C(=O)OC)c1ccccc1 | 110 | 3 | -6 | 108 | 107 | 1 | 102 | 110
Cc1cc(C)c(C#N)c(Nc2ccc3c(c2)OCCO3)n1 | 102 | 86* | 6 | 98 | 99 | 4 | 94 | 106
C=CCN(CC=C)Cc1c(C)[nH]c2c(C)c(C)ccc2c1=O | 97 | -1 | 1 | 98 | 101 | 1 | 99 | 105
CCOC(=O)N1CCN(S(=O)(=O)c2ccc(C)cc2)C1 | 93 | 3 | 6 | 97 | 109 | -2 | 88 | 94
COc1ccc(C(=O)C2CCCN(Cc3nc4ccccc4nc3C)C2)cc1OC (configuration not stated) | 95 | 5 | 7 | 104 | 102 | -2 | 106 | 89
Cc1nn(C)c(C)c1S(=O)(=O)Nc1ccc2c(c1)OCO2 | 100 | 7 | -3 | 97 | 99 | 3 | 89 | 96
CCOc1cc(/C=N/NC(=O)c2ccc(CN3CCOCC3)cc2)ccc1OCc1ccccc1 | 100 | 1 | 6 | 105 | 84 | 0 | 113 | 104
Cc1cccc2sc(NC(=O)c3cccc(S(=O)(=O)N4CCc5ccccc54)c3)nc12 | 103 | 5 | -2 | 102 | 96 | 3 | 97 | 102
Cc1cc[n+](CC(=O)c2cccs2)cc1 | 95 | 0 | -8 | 98 | 93 | -2 | 96 | 98
O=C(NC(=S)Nc1ccc(O)cc1)c1ccccc1Cl | 99 | 23 | 2 | 101 | 104 | -9 | 84 | 106
COc1ccc(C(=O)N/C(=C/c2cccc3ccccc23)C(=O)NCCc2c[nH]c3ccccc23)cc1OC | 105 | 15 | -12 | 106 | 98 | -2 | 106 | 107
OC1C2CN3CCN(C2)CC1(Cc1ccccc1)C3 (configuration not stated) | 96 | 1 | 0 | . | 98 | 8 | 100 | 107
O=C(c1sc2ccccc2c1Cl)N1CCN(c2ncccn2)CC1 | 100 | 4 | 6 | 95 | 104 | 12 | 94 | 106
COc1ccc(CNC(=O)Cn2c(=O)n(CCC(=O)N3CCCCC3)c(=O)c3sccc32)cc1 | 104 | -1 | 8 | 103 | 94 | 9 | 107 | 102
COC(=O)C1C(=O)c2c(C)noc2CC1(C)C (configuration not stated) | 108 | 1 | 1 | 100 | 102 | 7 | 101 | 104
COc1ccccc1C(=O)Nc1ccc2c(c1)n(C)c(=O)n2C | 103 | -6 | -1 | 103 | 94 | 7 | 100 | 107
COc1ccc(C(=O)c2c(NC(C)=O)sc3c2CCN(C(=O)OC(C)(C)C)C3)cc1 | 98 | -1 | -1 | 103 | 111 | -5 | 101 | 100
CC(=O)c1cccc(NCC(=O)Nc2cc(S(=O)(=O)N3CCCCC3)ccc2C)c1 | 86 | -4 | -1 | 98 | 97 | 4 | 102 | 100
COc1ccc(C)cc1NC(=O)C(NC(=O)c1cc(OC)c(OC)c(OC)c1)C(C)C (configuration not stated) | 98 | 5 | -9 | 101 | 101 | 3 | 104 | 96
CCN(CC)C(=O)c1cnn(-c2ccccc2)c1NC(=O)c1cccs1 | 96 | 1 | -1 | 107 | 106 | 7 | 103 | 105
CC(C#N)N1CCN(S(=O)(=O)c2ccc3c(c2)CCC3)CC1 (configuration not stated) | 92 | 0 | 4 | 95 | 87 | 0 | 89 | 90
COc1cccc(O)c1CN1CCC(n2nccc2NC(=O)c2ccc3c(c2)OCO3)CC1 | 99 | 5 | -1 | 98 | 95 | 8 | 97 | 93
Cc1nc(NCCc2ccccc2)c(C#N)c(C)c1[N+](=O)[O-] | 106 | 38 | 1 | 100 | 92 | 3 | 98 | 93
CCOCCCn1c(=S)[nH]c2cc(C(=O)N3CCOCC3)ccc2c1=O | 101 | -2 | -5 | 107 | 109 | 4 | 93 | 107
Cc1cccc2cc(CN(CCN3CCOCC3)C(=O)NCc3ccccc3)c(=O)[nH]c12 | 102 | 6 | -5 | 99 | 105 | -2 | 97 | 99
CC(C)(C)NC(=O)C1N(c2cccnc2)C(=O)C2C(C(=O)Nc3ccccc3)C3(C)C=CC21O3 (configuration not stated) | 98 | -1 | -19 | 108 | 93 | 0 | 106 | 103
COc1ccc(NC(=O)Nc2ccccc2C(=O)N2CCCC2)cc1 | 98 | 16 | 0 | 101 | 97 | -9 | 98 | 104
CCCSc1nn2c(=O)c3ccccc3nc2s1 | 99 | -3 | -10 | 98 | 86 | 15 | 104 | 101
O=C(N/N=C1\CC2CC=CC12)c1ccc(COc2ccccc2)cc1 (configuration not stated) | 97 | 13 | -4 | 101 | 93 | 1 | 94 | 105
COc1ccccc1C1c2ccc3ccccc3c2Oc2ncn(CCCO)c(=N)c21 (configuration not stated) | 24*[may fluoresce violet] | -1 | 2 | ? | 75[may fluoresce violet] | 11 | ? | 352*[may fluoresce violet]
Nc1cccnc1Sc1cc(Cl)c(Cl)cc1Cl | 97 | 59* | 4 | 109 | 110 | 15 | 102 | 129
COC(=O)c1sc(N)c(C(=O)OC)c1CSc1nnnn1C | 97 | 7 | -1 | 103 | 93 | 11 | 99 | 98
O=[N+]([O-])c1cc2c(cc1/C=N/Nc1nc(N3CCCC3)nc(N3CCCC3)n1)OCO2 | 104 | 13 | -3 | 99 | 95 | 2 | 97 | 95
COc1cc(OC)cc(C(=O)OCCCOC(=O)c2cc(OC)cc(OC)c2)c1 | 107 | -7 | -1 | 106 | 100 | 9 | 103 | 105
Cc1cccc(NC(=O)NCC(c2cccnc2)N2CCOCC2)c1 (configuration not stated) | 97 | 13 | 1 | 101 | 90 | 6 | 116 | 97
Cc1ccc(NC(=O)Cn2c(C)cc(C)c(C#N)c2=O)c(Cl)c1 | 112 | 8 | 1 | 112 | 116 | 1 | 125 | 111
Cn1cccc1C(C#N)c1ccccc1C#N (configuration not stated) | 100 | -1 | -4 | 105 | 90 | -7 | 96 | 99

(listing goes on)
Molecule | RPL19A-GFP yeast | AHR activator | proCasp3 act | AGP1 TOR yeast | LAP4 TOR yeast | procasp7 counter | CIT2-GFP yeast | MEP2-GFP yeast
CCNC(=O)COc1ccc(OCc2ccccc2)cc1 | 99 | 0 | 8 | 102 | 115 | 5 | 84 | 99
Cc1ccc(S(=O)(=O)NCc2ccccc2)cc1C(=O)NCC1CCCO1 (configuration not stated) | 97 | 0 | 3 | 107 | 105 | -3 | 94 | 100
CCN(CC)C(=O)c1ccc(-c2nnc(Nc3cccc(O)c3)c3ccccc23)cc1 | 106 | 0 | 3 | 94 | 91 | 6 | 98 | 105
O=C(CSc1nnnn1-c1ccccc1)NCc1cccs1 | 110 | 2 | 5 | 112 | 112 | 3 | 106 | 108
Cc1ccc(C(=O)NCC(=O)OC(C)C(=O)Nc2ccc(N(C)C)cc2)cc1C (configuration not stated) | 93 | 3 | -2 | 99 | 97 | 2 | . | 98
O=C(/C=C/c1c(F)cccc1Cl)NCCCN1CCOCC1 | 114 | 2 | 4 | 98 | 72 | -9 | 94 | 112
O=C(Cn1c(=O)n(-c2ccc(F)cc2)c(=O)c2sccc21)N1CCCC1 | 101 | 1 | 12 | 98 | 99 | -6 | 103 | 100
CCCN(CCC)CCCNC(=O)c1cc2c(=O)[nH]c3ccccc3c2n1C | 102 | 1 | -1 | 103 | 95 | 5 | 102 | 101
COc1ccc(C(NC(=O)c2ccccc2F)NC(=O)c2ccccc2F)cc1 | 103 | 0 | 0 | 105 | 100 | 5 | 102 | 102
CCOC(=O)c1sc(NC(=O)c2ccc(OC(C)=O)cc2)nc1C | 102 | -8 | 2 | 103 | 104 | 3 | 106 | 104
Cc1ccc(CN2C(=O)C3CCCN3c3ncccc32)cc1 (configuration not stated) | 104 | 0 | -1 | 101 | 89 | 2 | 100 | 100
Cc1ccc([N+](=O)[O-])cc1N=C1C(=O)Nc2ccccc21 | 55[may fluoresce violet] | 11 | 3 | ? | 68[may fluoresce violet] | 1 | ? | 616*[may fluoresce violet]
O=C(Nc1ccc2nc3n(c(=O)c2c1)CCCC3)c1ccccc1[N+](=O)[O-] | 102 | -2 | -1 | 98 | 89 | 2 | 94 | 104

Rewritten with each value named: entries from further up.
CCN(CC)C(=O)c1ccc(-c2nnc(Nc3cccc(O)c3)c3ccccc23)cc1
  RPL19A-GFP yeast = 106 | AHR activator = 0 | proCasp3 act = 3 | AGP1 TOR yeast = 94 | LAP4 TOR yeast = 91 | procasp7 counter = 6 | CIT2-GFP yeast = 98 | MEP2-GFP yeast = 105

O=C(CSc1nnnn1-c1ccccc1)NCc1cccs1
  RPL19A-GFP yeast = 110 | AHR activator = 2 | proCasp3 act = 5 | AGP1 TOR yeast = 112 | LAP4 TOR yeast = 112 | procasp7 counter = 3 | CIT2-GFP yeast = 106 | MEP2-GFP yeast = 108

Cc1ccc(C(=O)NCC(=O)OC(C)C(=O)Nc2ccc(N(C)C)cc2)cc1C (configuration not stated)
  RPL19A-GFP yeast = 93 | AHR activator = 3 | proCasp3 act = -2 | AGP1 TOR yeast = 99 | LAP4 TOR yeast = 97 | procasp7 counter = 2 | CIT2-GFP yeast = . | MEP2-GFP yeast = 98

Screens as filed in PubChem.
